Screening data deposited in PubChem BioAssay by Broad Institute.
EWS-Fli block: EWS/Fli-driven NR0B1 reporter inhibitors, primary screen, A673 cells, NR0B1 luciferase, luminescence, MLPCN library. viability-normalised. 0.67% of 350,000 active. inhibition, % at 12.6 µM;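 active means mean inhibition of at least 50% after viability correction, with every replicate also passing that limit; inconclusive means mean reaches 50% but only one of two replicates passes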;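 further: firefly luciferase signal divided by Alamar Blue viability fluorescence both relative to DMSO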
PAX8 reporter: inhibitors of PAX8-driven TPO luciferase reporter, primary screen, RMG-I cells, single concentration; SteadyGlo, 24 h; inhibition, % at 12.6 µM; 1.2% of 360,000 active;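 active means mean replicate inhibition at least 60% with every replicate also reaching 60%; inconclusive means only one of the two criteria is met; inactive means mean below 60% and not all replicates reaching 60%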;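 further: luciferase light reporting Pax8 driven TPO promoter activity; plate controls were median of neutral control wells for no effect and mitoxantrone controls for full effect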
miR122 inh: miR-122 Renilla sensor signal increase in Huh7, primary screen, miR-122 inhibitor project, cell-based, single point, plate reader; Huh7 miR-122 Renilla luciferase sensor, 48 h; neutral wells = 0, positive control = 100; activation (reporter increase), % at 12.5 µM; 0.3% of 340,000 active; AID 602342, 2012;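 active means mean replicate activation score at least 90 and every replicate individually at or above 90; inconclusive means only one of the two criteria met; inactive means neither criterion met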;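 further: higher luciferase means less miR-122 activity so hits act as miR-122 inhibitors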
DENV2 CPE: inhibitors of DENV2 cytopathic effect, primary screen, cell-based, plate reader, single concentration | DENV2-infected cells, cytopathic effect rescue | CPE inhibition, % at 9.99 µM | 1.7% of 350,000 active; in the data active means CPE inhibition above about 20%, passing the limit was not always enough; inconclusive means no clear call, values can overlap the other calls; tested in BHK-21 cells;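 further: 0% = median of neutral control wells and 100% = median of positive control wells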
GSIS activator: GLuc luminescence reporter in INS-1E cells, primary screen for activators of glucose-dependent secretion of insulin | INS-1E GLuc reporter insulin secretion, 2-3 h | activation, % at 16.6 µM | 0.61% of 370,000 active;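 active means lowest replicate activation of at least 40%, so every replicate reaches that level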;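 further: 0% = median of neutral control wells and 100% = median of IBMX positive control wells; some compounds called inactive have numbers as strong as hits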
FN deposit inh: inhibitors of fibronectin matrix deposition, primary screen, AH1F cells, Alexa488-fibronectin fluorescence, plate reader | 0.086% of 350,000 active | AH1F fibroblasts, overnight | inhibition, % at 12.6 µM;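 active means mean inhibition across replicates of 30% or more, regardless of how many single replicates reach that level; inconclusive means mean under 30% yet at least half of replicates reach 30%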;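 further: positive control wells lacked labelled fibronectin entirely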
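material = AH1F fibroblast monolayer depositing Alexa488-labelled fibronectin into matrix | amount = 10000 AH1F cells/well | buffer or medium = DMEM plus 2% serum, read in PBS | incubation = 1 h cell adhesion before compound, then overnight fibronectin incubation | detection = fluorescence at 485 nm excitation, 525 nm emission | evaluation = percent inhibition as loss of matrix-bound fibronectin fluorescence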
CFTR F508del cor: F508del CFTR correction, initial screen, CFBE line, single point; AID 720511, 2013; CFBE cells, YFP halide quenching; stimulated with forskolin plus potentiator P3; % fluorescence drop versus neutral controls; activity (quench increase), % at 7.58 µM; 0.36% of 350,000 active;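 active means mean added fluorescence quench of at least 8% versus neutral control, with both replicates also reaching 8%; inconclusive means only one of the mean or replicate conditions met; inactive means mean below 8% and not both replicates reaching 8%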;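 further: cells transiently co-express mutant CFTR-F508del with the halide-sensitive YFP; corrector assay measuring rescue of mutant channel to the surface after 24 h compound exposure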
* = called active by the depositor; ? = inconclusive; . = no result given; & = joins results of further samples; [ ] = dose if it differs, or a comment.

SMILES	EWS-Fli block	PAX8 reporter	miR122 inh	DENV2 CPE	GSIS activator	FN deposit inh	CFTR F508del cor
Cc1ccc(-c2nn(-c3ccccc3Cl)cc2C(=O)NCC2CCCO2)cc1 (stereo not given)	-6.9	12.3	.	30.2*	0.9	-7.1	-0.7
c1ccc2c(c1)OCC(c1csc3ncnc(N4CCCCC4)c13)O2 (stereo not given)	.	19.0	-3.8	.	.	19.7	.
O=c1c2ccccc2c(-c2ccccc2)nn1-c1ccccc1	4.6	16.7	-3.2	-5.0	7.1	-5.6	1.8
CCOC(=O)C1=C(COC(=O)c2cc([N+](=O)[O-])ccc2Cl)NC(=O)NC1C (stereo not given)	6.3	10.1	-2.3	11.1	30.5	-3.8	-0.5
CCN1CCN(CC(O)COC(c2ccccc2)c2ccccc2C)CC1 (stereo not given)	2.7	-10.5	2.7	10.1	8.2	0.0	-6.1
c1ccc(-c2cc3nc(NCc4cccs4)nc(NCc4ccc5occc5c4)c3s2)cc1	10.6	10.5	-5.6	-5.2	.	18.0	3.8
Cc1nonc1C(=O)N1CCCC(Nc2ccc(C(C)C)cc2)C1 (stereo not given)	0.3	-2.5	1.2	-4.3	-29.5	5.8	0.8
Nc1ccc(Br)cc1-c1nc2ccccc2[nH]c1=O	-19.8	-56.6	.	1.4	-37.9	-15.8	2.3
CC(C)N=C(NS(=O)(=O)NC(=O)c1ccccc1)c1ccccc1	-6.1	0.8	2.2	11.0	2.5	-3.0	-0.9
C[C@@H](O)C#Cc1ccc2c(c1)O[C@@H](CN(C)C(=O)C1CCC1)[C@@H](C)CN([C@@H](C)CO)S2(=O)=O	-5.4	.	2.3[16.7 µM]	-0.5	14.0	.	-2.1
COc1ccc(S(=O)(=O)N2C[C@H](O)COC[C@@H]3O[C@H](CC(=O)N[C@H]4CCN(Cc5ccccc5)C4)CC[C@H]32)cc1	-4.9	-1.9	-1.9[16.7 µM]	4.7	-5.6	2.4	0.9
C[C@@H]1CN(c2ccc(N3CCN(C(=O)OC(C)(C)C)C[C@@H]3C)cc2C#N)C[C@H](C)O1	-12.1	6.5	.	11.6	.	6.3	-2.2
CC(=O)c1ccc(NC(=O)C[n+]2ccccc2)cc1	10.3	33.7	-4.7	-2.0	17.3	20.2	1.3
CCCc1nc2c(C)cc(Br)cn2c1Cc1ccc(OC)cc1C	-2.2	24.4	-3.0	20.6*	.	-8.9	1.7
COc1ccc(S(=O)(=O)N(C)c2ccccc2)c2cccnc12	.	-11.5	-0.1	5.4	77.5	11.0	-0.6
O=C(COC(=O)CCCOc1ccc(Cl)cc1Cl)NCc1ccc(F)cc1	.	-2.8	.	.	-9.5	0.4	.
O=C(NCCCSc1ccccc1)c1ccc(=O)[nH]c1	1.8	11.1	1.5	5.5	-0.2	17.9	-0.6
O=C(COC(=O)c1ccc(S(=O)(=O)NCc2ccco2)cc1)Nc1ncc(Cl)cc1Cl	.	22.4	.	.	-8.2	7.5	.
COc1ccc(NC(=O)Nc2ccc3c(c2)C(=O)N([C@H](C)CO)C[C@H](C)[C@H](CN(C)C(=O)Nc2ccc(F)cc2)OCCCC[C@H](C)O3)cc1	-7.8	-8.5	10.8[16.7 µM]	-2.7	-29.3	4.2	0.9
C[C@@H]1CCCCO[C@@H](CN(C)S(C)(=O)=O)[C@H](C)CN([C@H](C)CO)C(=O)c2cc(NS(=O)(=O)c3ccccc3)ccc2O1	-15.5	-13.9	38.1[16.7 µM]	-5.4	2.1	.	0.9
O=C(c1ccccc1)N1CC[C@H]2[C@H](CO)Nc3ccc(-c4ccc(F)cc4)cc3[C@H]21	7.5	-7.8	8.3[16.7 µM]	-6.7	16.5	10.3	-0.3
Cc1ccc(S(=O)(=O)Nc2ccc3c(c2)C(=O)N([C@@H](C)CO)C[C@@H](C)[C@@H](CN(C)C(=O)NC(C)C)OCCCC[C@@H](C)O3)cc1	-6.7	-17.3	12.4[16.7 µM]	0.0	-17.7	0.9	-2.7
CC(c1ccco1)N(C(=O)COc1ccc(Cl)cc1Cl)c1ccccn1 (stereo not given)	-87.5	.	9.0	.	-10.7	.	0.7
NC1=NC2(CCCC2)N=C(Nc2ccccc2)N1	3.0	-19.5	-2.7	.	22.2	4.2	0.3
COCC(=O)N1C[C@@H](C)[C@@H](OC)CN(C)C(=O)c2cc(NC(=O)Nc3ccccc3)ccc2OC[C@@H]1C	-13.2	.	5.4[16.7 µM]	0.8	-3.5	.	0.9
Later entries.
SMILES	EWS-Fli block	PAX8 reporter	miR122 inh	DENV2 CPE	GSIS activator	FN deposit inh	CFTR F508del cor
COc1ccc(Cl)cc1S(=O)(=O)NC(C)c1cnn(-c2ccccn2)c1C (stereo not given)	-6.5	6.3	-5.4	19.0	2.2	4.5	1.7
C[C@@H]1CCCCO[C@@H](CN(C)S(=O)(=O)c2cccs2)[C@@H](C)CN([C@H](C)CO)C(=O)c2cc(NC(=O)Nc3ccc(C(F)(F)F)cc3)ccc2O1	-2.9	14.3	0.6[16.7 µM]	-0.3	-9.6	.	-3.8
CCC(=O)N1[C@H](CN(C)C(=O)c2ccccc2F)[C@@H](c2ccccc2)[C@@H]1CO	-7.7	-14.9	7.1[16.7 µM]	20.5	0.5	16.8	4.1
O=C(N/N=C/c1cc(Br)ccc1OC(=O)c1ccc(Br)cc1)c1ccncc1	25.7	26.8	0.6	-5.6	-15.6	0.6	-0.6
NNC(=O)c1ccc(COCC(F)(F)F)cc1	-9.5	19.4	.	-2.8	-14.5	4.5	1.4
COCCNC(=O)C[C@@H]1CC[C@@H]2[C@H](COc3ccc(NC(=O)COC)cc3C(=O)N2C)O1	5.7	-5.8	1.7[16.7 µM]	2.5	11.6	-6.1	-1.4
Cc1c(Cl)ccc2c(C(N)=O)cc(-c3ccccn3)nc12	3.6	21.6	.	1.1	6.9	0.0	-4.7
COC(=O)c1cc(CSc2ncnc3sccc23)oc1C	-8.0	-7.0	-4.1	?	10.2	-1.6	-2.6
Cc1c(/C=N/Nc2ccc(C(=O)O)cc2)c2ccccc2n1C	-37.2	-38.3	1.9	7.8	-27.0	4.4	-1.7
CCOC(=O)[C@]12CCC=C1N(Cc1ccc(Cl)cc1Cl)C(=O)[C@H](CC(=O)NCc1ccccc1)C2	6.1	14.2	.	?	-31.6	-1.5	-1.0
CCOC(=O)N1CCN(C(=O)CS(=O)Cc2nc(-c3ccc(C)cc3)oc2C)CC1 (stereo not given)	1.5	0.8	5.5	3.2	-11.6	0.1	3.3
Cc1cc(C(=O)NNc2c(Cl)cccc2Cl)n(C(C)(C)C)n1	10.2	-30.7	.	0.7	-12.6	4.2	-2.0
O=C(c1ccc(F)cc1)N1CCCCN2[C@@H](CO)[C@H](c3ccc(/C=C/c4ccccc4)cc3)[C@@H]2C1	18.4	3.4	8.8[16.7 µM]	-23.4	-12.6	.	-4.4
CC(C)(C)OC(=O)N1CCC[C@H]1C(=O)NCc1ccc(F)cc1F	-3.8	6.7	.	-10.1	21.3	-2.5	1.7
Nc1ccccc1-c1nnc(SCC(=O)Nc2ccccc2OC(F)F)[nH]c1=O	-9.3	18.7	-4.0	-4.6	.	-3.8	3.2
C[C@@H]1CCCCO[C@H](CN(C)Cc2ccc(C(F)(F)F)cc2)[C@@H](C)CN([C@H](C)CO)C(=O)c2cc(NC(=O)NC3CCCCC3)ccc2O1	-1.8	0.5	0.7[16.7 µM]	-1.0	-6.1	.	1.8
O=C(Cn1[nH]c(=O)c2ccccc2c1=O)NCc1cccnc1	.	2.9	-0.8	.	.	0.4	.
C[C@H](O)C#Cc1cnc2c(c1)C(=O)N([C@@H](C)CO)C[C@H](C)[C@H](CN(C)C(=O)c1ccc(F)cc1)O2	-9.9	.	.	-9.6	19.0	.	-0.5
CCOC(=O)[C@@H]1[C@H]2COc3cc(OC)ccc3[C@@H]2N2C(=O)N(c3ccc(C)cc3)C(=O)[C@@]12C	-1.4	-10.3	8.9	0.0	-17.7	-16.0	-1.3
COc1ccc(-c2sc3cc(OC)ccc3c2-c2ccc(OCCN3CCCCC3)cc2)cc1	33.9	41.3	.	-2.5	2.6	6.4	1.8
COc1ccc(CNC(=O)c2cc(C)nn2-c2ccccc2)cc1	2.9	29.4	0.6	-6.4	6.7	2.6	-1.7
COc1ccc(-c2ccc([C@@H]3[C@H](C#N)N(C(=O)C4CC4)[C@H]3CO)cc2)cc1	2.0	1.2	.	8.5	-4.4	-9.9	-0.3
Cc1ccc(C(=O)Nc2nc(-c3ccccn3)cs2)cc1S(=O)(=O)N1CCOCC1	14.8	81.6*	-7.2	-3.8	33.0	23.7	3.1
O=C(NNc1ncc(C(F)(F)F)cc1Cl)c1c(Cl)cccc1Cl	.	17.8	57.2	.	.	-8.0	.
O=C(NCC1CC1)[C@H]1[C@H](CO)[C@H]2Cn3c(ccc(-c4cccnc4)c3=O)[C@@H]1N2C(=O)C1CC1	9.7	.	.	-2.5	10.2	.	.
(list continues)
SMILES	EWS-Fli block	PAX8 reporter	miR122 inh	DENV2 CPE	GSIS activator	FN deposit inh	CFTR F508del cor
CS(=O)(=O)c1ccc(Nc2nc(C(N)c3ccccc3)cs2)cc1 (stereo not given)	9.0	-17.4	-6.0	4.5	.	6.9	-1.1
C[C@@H]1CN([C@@H](C)CO)C(=O)Cc2cc(NC(=O)NC3CCCCC3)ccc2O[C@H]1CN(C)S(C)(=O)=O	0.5	-1.5	6.8[16.7 µM]	5.5	14.1	.	-0.4
COc1ccc(CCNC(=O)NC2CCCCC2)cc1OC	.	-1.5	0.8	.	.	-1.9	.
S=C(c1ccc(-c2cc(Cl)ccc2Cl)o1)N1CCOCC1	.	-24.9	-1.6	.	.	-0.4	.
Cc1ccc(O)c(C2=Nc3ccccc3N=C(c3cccc([N+](=O)[O-])c3)C2)c1	-17.5	-58.0	.	4.3	4.9	-8.0	1.9
C[C@@H]1CN([C@H](C)CO)C(=O)CCCn2cc(nn2)CO[C@H]1CN(C)S(=O)(=O)c1ccc2ccccc2c1	-4.3&4.2&-9.1	6.8&-14.3	-3.5	-10.7&3.6&2.3	4.6&11.2	-1.3&-9.3	-2.3&-2.3&-3.8
COc1ccc(CCc2nc(C)ccc2O)cc1	.	-37.6	.	.	-4.6&22.3	-6.8	.
CCOC(=O)C1=C[C@@H](CC)N(S(=O)(=O)c2ccc(C)cc2)[C@H]1c1ccccc1	-4.1	22.9	-3.5	1.2	-5.7	-5.5	0.4
CCCCCCCCCOC(=O)C1N2C(=O)[C@@H](NC(=O)COc3ccccc3)[C@H]2SC1(C)C (stereo not given in full)	-0.2	-11.3	-2.0	6.8	.	-2.8	1.0
CCN(CC)c1ccc(/C=N/NC(=O)c2ccoc2C)cc1	7.9	-82.0	-2.9	-0.7	.	-1.7	-2.5
Cc1[nH]c2ccccc2c1CC(=O)Nc1ccc(Nc2cccnc2)c(-c2ccc(OC(F)(F)F)cc2)c1	16.8	6.0	.	-6.3	-23.9	8.7	-0.8
O=C(C[C@@H]1C[C@@H]2c3cc(NC(=O)Nc4ccccc4)ccc3O[C@@H]2[C@H](CO)O1)NCc1cccc(F)c1	2.9	-10.5	-0.6[16.7 µM]	-0.8	-3.9	-7.1	2.7
CCOC(=O)c1c(NC(=O)COc2ncnc3ccccc23)sc(C(C)=O)c1C	.	-8.1	-4.6	.	-8.8	-1.6	.

One compound at a time, from the list above. Order of values: EWS-Fli block, PAX8 reporter, miR122 inh, DENV2 CPE, GSIS activator, FN deposit inh, CFTR F508del cor
Shown for COc1ccc(CNC(=O)c2cc(C)nn2-c2ccccc2)cc1 = 2.9, 29.4, 0.6, -6.4, 6.7, 2.6, -1.7
Shown for Cc1c(/C=N/Nc2ccc(C(=O)O)cc2)c2ccccc2n1C = -37.2, -38.3, 1.9, 7.8, -27.0, 4.4, -1.7
